APOBEC3A inh: blocks human APOBEC3A ssDNA deamination; recombinant A3A, FAM/TAMRA ssDNA deamination fluorescence; inhibition, % at 20 µM; hit rate 0.41% among 330,000;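 active = at least 40% inhibition at 20 µM here, with at most 30% in a related deaminase screen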;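 also: plate controls were A3A with DMSO for no effect and wells lacking A3A enzyme for full effect; some results filed as inactive read as strong as hits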
hIAP block: blocks human intestinal alkaline phosphatase; P09923; purified IAP, CDP-Star luminescence, 30 min; inhibition, % at 10 µM; hit rate 0.12% among 330,000;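 active = inhibition reaching a set limit with compound at 10 µM in the primary screen, cut at about 35% in these data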;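 also: plate controls were DMSO wells with enzyme for no effect and no-enzyme buffer wells for full effect; values of inactives mirror those of a sister screen read the other way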
Target sequence (P09923 whole entry, looked up): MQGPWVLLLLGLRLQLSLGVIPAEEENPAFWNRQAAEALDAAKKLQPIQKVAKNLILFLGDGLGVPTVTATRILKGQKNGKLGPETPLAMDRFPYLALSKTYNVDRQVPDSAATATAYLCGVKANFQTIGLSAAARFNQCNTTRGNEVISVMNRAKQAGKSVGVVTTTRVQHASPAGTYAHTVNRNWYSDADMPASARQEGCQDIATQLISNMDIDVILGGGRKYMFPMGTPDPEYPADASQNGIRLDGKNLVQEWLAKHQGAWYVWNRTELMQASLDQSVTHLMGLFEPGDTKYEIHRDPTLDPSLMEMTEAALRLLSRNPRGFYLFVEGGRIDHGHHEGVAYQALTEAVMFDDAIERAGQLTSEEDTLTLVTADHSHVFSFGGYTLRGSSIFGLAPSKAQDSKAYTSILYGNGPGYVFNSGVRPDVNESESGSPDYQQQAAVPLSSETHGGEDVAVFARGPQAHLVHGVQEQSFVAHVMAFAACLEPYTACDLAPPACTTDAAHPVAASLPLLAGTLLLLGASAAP
A3G deaminase: APOBEC3G (human) deaminase inhibition | recombinant A3G, ssDNA deamination FAM/TAMRA fluorescence | AID 493012 | inhibition, % at 20 µM | hit rate 0.28% among 330,000 | Q9HC16;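 active = inhibition of at least 40% at 20 µM, with no more than 30% in the related APOBEC3A deaminase screen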;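 also: plate controls were DMSO wells with A3G for no effect and wells lacking A3G enzyme for full effect; some compounds called inactive have numbers as strong as hits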
Target sequence (Q9HC16 whole entry, looked up): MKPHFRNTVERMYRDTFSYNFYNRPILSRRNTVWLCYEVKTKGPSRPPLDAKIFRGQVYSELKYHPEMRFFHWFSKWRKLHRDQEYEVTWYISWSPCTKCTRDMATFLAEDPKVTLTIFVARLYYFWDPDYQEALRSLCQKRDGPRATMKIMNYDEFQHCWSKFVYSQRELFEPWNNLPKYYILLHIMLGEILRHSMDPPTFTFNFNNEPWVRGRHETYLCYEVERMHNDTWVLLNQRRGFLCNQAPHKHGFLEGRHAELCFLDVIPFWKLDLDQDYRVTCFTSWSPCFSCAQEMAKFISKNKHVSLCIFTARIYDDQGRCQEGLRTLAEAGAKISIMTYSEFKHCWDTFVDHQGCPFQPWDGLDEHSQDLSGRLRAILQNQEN
TIM10 inh: inhibits growth of TIM10 yeast strain; inhibition, % at 10 µM; hit rate 1.4% among 330,000; S. cerevisiae TIM10 strain growth, BacTiter-Glo luminescence, 24 h;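 active = inhibition of 40% or more at the single tested concentration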;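 also: wild-type TIM10 isogenic control strain grown at permissive 25 °C; 0% = DMSO yeast wells and 100% = minimal medium wells without yeast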
mIAP block: mouse IAP inhibition. AID 2806. hit rate 0.2% among 330,000. inhibition, % at 10 µM. purified mouse IAP, CDP-Star luminescence, 30 min;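 active = inhibition of at least 40% at 10 µM in the primary screen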;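 also: plate controls were DMSO with enzyme for no effect and no enzyme wells for full effect; values of inactives mirror those of a sister screen read the other way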
mIAP act: increases mouse intestinal alkaline phosphatase activity; activation factor at 10 µM; hit rate 0.24% among 330,000; muIAP, CDP-Star luminescence, 30 min; active compounds read high; 1 = vehicle-only enzyme signal, 0 = enzyme-free wells;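 active = activation factor of at least 2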; also: the source names both 10 and 20 µM as test concentration; values of inactives mirror those of a sister screen read the other way
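also added = chemiluminescent substrate CDP-Star | test system = mouse IAP enzyme | signal = chemiluminescence readout | compound = DMSO-dissolved test compounds | incubation = 30 min at room temperature | benchmarks = DMSO wells, no-enzyme wells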
beta cell repl: MIN6 beta-cell proliferation induction; MIN6 cells proliferation, ATPlite luminescence, 48 h; cells starved in 0.2% serum; 100% = growth in 10% serum; AID 2380; proliferation, % at 10 µM; hit rate 0.29% among 330,000;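 active = compounds whose signal lies at least 3.5 SD above the mean of all wells on their plate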;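 also: 0% = DMSO-treated cells in low-serum medium and 100% = 10% serum control; some compounds called inactive have numbers as strong as hits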
NALP3 yeast inh: NALP3 inhibition in yeast; Yeast reconstituted NLRP3/ASC/caspase-1, beta-gal luminescence, 24 h; inhibition, % at 10 µM; hit rate 0.39% among 330,000;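 active = inhibition of 50% or more; inactive = inhibition below 50%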;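 also: plate controls were induced DMSO wells for no effect and uninduced yeast grown without galactose for full effect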
tim10-1 inh: inhibits growth of tim10-1 mutant yeast; S. cerevisiae tim10-1 ts strain growth, BacTiter-Glo, 24 h; inhibition, % at 20 µM; hit rate 2.2% among 330,000; AID 463190;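 active = inhibition of at least 40%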;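 also: mutant grown at 25 °C; 0% = DMSO wells with yeast and 100% = wells holding no yeast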
* = called active by the depositor.

Screening CC(C)C(NC(=O)CN(c1ccc2c(c1)OCCO2)S(=O)(=O)c1ccccc1)C(C)C returned APOBEC3A inh -2, hIAP block -2, A3G deaminase -1, TIM10 inh 15, mIAP block 7, mIAP act 0.93, beta cell repl 0, NALP3 yeast inh 19 and tim10-1 inh 20.
For CCN(CCO)C1CC(=O)N(c2ccccc2C)C1=O (stereo not drawn) the results were APOBEC3A inh -1, hIAP block 20, A3G deaminase 4, TIM10 inh 17, mIAP block 4, mIAP act 0.96, beta cell repl 1, NALP3 yeast inh 22 and tim10-1 inh 35.
`CCCCn1nnnc1SCC(=O)c1ccccc1F` gave APOBEC3A inh -1, hIAP block 7, A3G deaminase -3, TIM10 inh 13, mIAP block 3, mIAP act 0.97, beta cell repl 1, NALP3 yeast inh 3 and tim10-1 inh 28.
O=C(CSc1ccccc1)N1CCCC(N2CCN(c3ccccc3)CC2)C1 (stereo not drawn) was read as APOBEC3A inh -10, hIAP block -21, A3G deaminase -10, TIM10 inh 10, mIAP block -1, mIAP act 1, beta cell repl -4, NALP3 yeast inh 12 and tim10-1 inh 18.
For CCCN(C(=O)c1cnccn1)c1c(N)n(Cc2ccccc2)c(=O)[nH]c1=O the results were APOBEC3A inh -2, hIAP block 17, A3G deaminase -6, TIM10 inh 6, mIAP block 0, mIAP act 1, beta cell repl -1, NALP3 yeast inh -2 and tim10-1 inh -10.
Screening O=C(O)c1cccc(NC(=O)c2ccc(COc3ccc(Cl)cc3)cc2)c1 returned APOBEC3A inh 0, hIAP block -4, A3G deaminase -8, TIM10 inh 3, mIAP block 2, mIAP act 0.98, beta cell repl -3, NALP3 yeast inh 27 and tim10-1 inh 5.
COc1cccc(-c2cc(C(=O)N/N=C/c3cccc(OC)c3OC)c3ccccc3n2)c1 was read as APOBEC3A inh 1, hIAP block 6, A3G deaminase 12, TIM10 inh 0, mIAP block 13, mIAP act 0.87, beta cell repl -2, NALP3 yeast inh 17 and tim10-1 inh 15.
`COc1cccc(NC(=O)c2c([N+](=O)[O-])cnn2C)c1` gave APOBEC3A inh 4, hIAP block 7, A3G deaminase 1, TIM10 inh -1, mIAP block 3, mIAP act 0.97, beta cell repl -1, NALP3 yeast inh -4 and tim10-1 inh 7.
For CCOC(=O)N1CCN(C(=O)C2CCCCC2)CC1 the results were APOBEC3A inh -3, hIAP block 0, A3G deaminase -3, TIM10 inh 10, mIAP block 4, mIAP act 0.96, beta cell repl 0, NALP3 yeast inh 14 and tim10-1 inh -1.
CCOc1cc(C2NC(=O)NC(c3ccccc3)=C2C(=O)c2ccccc2)c(Br)cc1OCC(=O)O (stereo not drawn) was read as APOBEC3A inh 1, hIAP block 9, A3G deaminase 1, TIM10 inh 12, mIAP block -4, mIAP act 1, beta cell repl -1, NALP3 yeast inh -39 and tim10-1 inh 4.
For Cc1cccc(Nc2nnc(SCC(=O)c3c(N)n(C4CC4)c(=O)[nH]c3=O)s2)c1C the results were APOBEC3A inh -3, hIAP block 3, A3G deaminase -6, TIM10 inh 9, mIAP block 4, mIAP act 0.96, beta cell repl -2, NALP3 yeast inh 5 and tim10-1 inh -7.
COc1ccc(-c2csc(NC(=O)c3ccccc3F)n2)cc1 was read as APOBEC3A inh -3, hIAP block 2, A3G deaminase -5, TIM10 inh -3, mIAP block 6, mIAP act 0.94, beta cell repl 3, NALP3 yeast inh 37 and tim10-1 inh 6.
`CC1CCCN(C(=O)C2CCN(CC3CC=CCC3)CC2)C1` (stereo not drawn) gave APOBEC3A inh -9, hIAP block 6, A3G deaminase -2, TIM10 inh 1, mIAP block -4, mIAP act 1, beta cell repl -2, NALP3 yeast inh 10 and tim10-1 inh 17.
`O=C(CSc1cn(Cc2ccccc2)c2ccccc12)NCc1ccc(F)cc1` gave APOBEC3A inh -2, hIAP block 3, A3G deaminase -3, TIM10 inh -4, mIAP block -14, mIAP act 1.1, beta cell repl -5, NALP3 yeast inh 8 and tim10-1 inh 5.
C[n+]1cccc(C(=O)NNC(=O)C23CC4CC(CC(C4)C2)C3)c1 was read as APOBEC3A inh 82*, hIAP block -3, A3G deaminase 21, TIM10 inh -2, mIAP block 5, mIAP act 0.95, beta cell repl -2, NALP3 yeast inh 6 and tim10-1 inh 2.
`Cc1ccc2sc(N(CCCN(C)C)C(=O)c3ccc(S(=O)(=O)N4CCOCC4)cc3)nc2c1C` gave APOBEC3A inh -3, hIAP block 1, A3G deaminase -7, TIM10 inh -6, mIAP block 9, mIAP act 0.91, beta cell repl -2, NALP3 yeast inh 16 and tim10-1 inh 8.
O=C(NC1CCCCC1)c1cc(-c2cccs2)on1 was read as APOBEC3A inh -6, hIAP block -8, A3G deaminase -5, TIM10 inh -14, mIAP block -4, mIAP act 1, beta cell repl -2, NALP3 yeast inh 29 and tim10-1 inh 3.
For Cc1cc([N+](=O)[O-])nn1CC(=O)N1CCc2ccccc2C1 the results were APOBEC3A inh -4, hIAP block 5, A3G deaminase -9, TIM10 inh 2, mIAP block 5, mIAP act 0.95, beta cell repl -3, NALP3 yeast inh 19 and tim10-1 inh -7.
`Clc1cccc(-c2ccc(/C=N/n3cnnc3)o2)c1` gave APOBEC3A inh -5, hIAP block -8, A3G deaminase -11, TIM10 inh 15, mIAP block -7, mIAP act 1.1, beta cell repl -3, NALP3 yeast inh 23 and tim10-1 inh 0.
For NC(=O)COC(=O)c1ccc(Cl)c(S(=O)(=O)N2CCCCCC2)c1 the results were APOBEC3A inh 4, hIAP block 1, A3G deaminase -1, TIM10 inh -14, mIAP block 10, mIAP act 0.91, beta cell repl -3, NALP3 yeast inh -1 and tim10-1 inh -32.
For COc1cccc(C2CC(c3ccc(Br)cc3)=NN2C(=O)c2ccncc2)c1OC (stereo not drawn) the results were APOBEC3A inh -3, hIAP block -3, A3G deaminase -7, TIM10 inh 19, mIAP block 7, mIAP act 0.93, beta cell repl -2, NALP3 yeast inh 10 and tim10-1 inh 39.
For O=C(NCc1nc2ccccc2[nH]1)C1=C[C@H](C2CCCCC2)C[C@H](OCc2ccc(CO)cc2)O1 the results were APOBEC3A inh 2, hIAP block -17, A3G deaminase -1, TIM10 inh -5, mIAP block -10, mIAP act 1.1, beta cell repl -9, NALP3 yeast inh 19 and tim10-1 inh 12.
Cc1noc(C)c1C(=O)Nc1ccc(F)cc1F was read as APOBEC3A inh -5, hIAP block -19, A3G deaminase -5, TIM10 inh -1, mIAP block 2, mIAP act 0.98, beta cell repl -1, NALP3 yeast inh 7 and tim10-1 inh -5.
`Cc1cc(=O)oc2c(C)c(OCC(=O)NCCc3ccc(S(N)(=O)=O)cc3)ccc12` gave APOBEC3A inh 1, hIAP block -10, A3G deaminase 10, TIM10 inh 6, mIAP block -8, mIAP act 1.1, beta cell repl -2, NALP3 yeast inh 10 and tim10-1 inh 4.
`CCCS(=O)(=O)c1c(S(=O)(=O)CCC)c2ccc(C(N)=O)cn2c1C(=O)c1ccc(F)cc1` gave APOBEC3A inh 1, hIAP block 12, A3G deaminase -2, TIM10 inh 8, mIAP block 8, mIAP act 0.92, beta cell repl 2, NALP3 yeast inh 14 and tim10-1 inh 13.
For CC(C)Cc1nnc(NC(=O)CCC(=O)N2CCN(c3ccccc3F)CC2)s1 the results were APOBEC3A inh 1, hIAP block -26, A3G deaminase 2, TIM10 inh 19, mIAP block -4, mIAP act 1, beta cell repl -4, NALP3 yeast inh 17 and tim10-1 inh 24.
For C=CCn1c(SCC(=O)NC(=O)NC2CCCC2)nnc1C1CCCCC1 the results were APOBEC3A inh 2, hIAP block 6, A3G deaminase 1, TIM10 inh 5, mIAP block 3, mIAP act 0.97, beta cell repl -2, NALP3 yeast inh 4 and tim10-1 inh 9.
`CCN(CC)C(=O)Cc1c(O)c2ccccc2[nH]c1=O` gave APOBEC3A inh -6, hIAP block -3, A3G deaminase -2, TIM10 inh -24, mIAP block -20, mIAP act 1.2, beta cell repl 0, NALP3 yeast inh 6 and tim10-1 inh -37.
OC[C@H]1OC(O)[C@@H](O)[C@@H](O)[C@@H]1O (stereo partly drawn) was read as APOBEC3A inh -6, hIAP block -7, A3G deaminase -6, TIM10 inh 0, mIAP block -4, mIAP act 1, beta cell repl -6, NALP3 yeast inh -7 and tim10-1 inh 7.
For CN1CCC(=NNC(=O)C(=O)NCc2ccccc2)CC1 the results were APOBEC3A inh -4, hIAP block 9, A3G deaminase -5, TIM10 inh 18, mIAP block 10, mIAP act 0.9, beta cell repl -4, NALP3 yeast inh 3 and tim10-1 inh 22.
`CC(C(=O)NCCSCc1cccc(Cl)c1)N(c1ccccc1)S(C)(=O)=O` (stereo not drawn) gave APOBEC3A inh -1, hIAP block -19, A3G deaminase -4, TIM10 inh 8, mIAP block -1, mIAP act 1, beta cell repl -3, NALP3 yeast inh 15 and tim10-1 inh 24.
For COc1ccc(C2=CC(=O)CCC2)cc1 the results were APOBEC3A inh -3, hIAP block 3, A3G deaminase -2, TIM10 inh 8, mIAP block 3, mIAP act 0.97, beta cell repl 4, NALP3 yeast inh 18 and tim10-1 inh 7.
Screening FC(F)(F)c1ccc(Oc2ccc3ccccc3c2Br)nc1 returned APOBEC3A inh 3, hIAP block 3, A3G deaminase -6, TIM10 inh 21, mIAP block 5, mIAP act 0.95, beta cell repl -2, NALP3 yeast inh -1 and tim10-1 inh 7.
Screening CC1(C)C(N(O)C(=O)Nc2ccccc2)N(c2cccc(Cl)c2)C(=O)N1O (stereo not drawn) returned APOBEC3A inh 0, hIAP block -14, A3G deaminase -2, TIM10 inh 4, mIAP block 0, mIAP act 1, beta cell repl -2, NALP3 yeast inh 3 and tim10-1 inh 0.
For O=C(COC(=O)CNC(=O)c1ccccc1F)Nc1ccc2c(c1)OCO2 the results were APOBEC3A inh 0, hIAP block 3, A3G deaminase -3, TIM10 inh -3, mIAP block -10, mIAP act 1.1, beta cell repl -4, NALP3 yeast inh 9 and tim10-1 inh 5.
`CCCCOc1ccc(C(=O)NCC(=O)N2CCN(C(=O)c3ccco3)CC2)cc1` gave APOBEC3A inh -3, hIAP block 6, A3G deaminase -11, TIM10 inh 3, mIAP block -2, mIAP act 1, beta cell repl -1, NALP3 yeast inh 6 and tim10-1 inh 13.
For COCCn1c(CN2CCC(Cc3ccccc3)CC2)nc2c1c(=O)n(C)c(=O)n2C the results were APOBEC3A inh -5, hIAP block -14, A3G deaminase -5, TIM10 inh 0, mIAP block -16, mIAP act 1.2, beta cell repl -4, NALP3 yeast inh 8 and tim10-1 inh 7.
For CCOCc1nnc(NC(=O)COc2ccc3c(c2)OCO3)s1 the results were APOBEC3A inh -1, hIAP block 8, A3G deaminase -7, TIM10 inh 13, mIAP block 7, mIAP act 0.93, beta cell repl 0, NALP3 yeast inh -14 and tim10-1 inh -5.

Compounds listed so far that have a furan ring, fused or not (two):
`Clc1cccc(-c2ccc(/C=N/n3cnnc3)o2)c1` gave APOBEC3A inh -5, hIAP block -8, A3G deaminase -11, TIM10 inh 15, mIAP block -7, mIAP act 1.1, beta cell repl -3, NALP3 yeast inh 23 and tim10-1 inh 0.
`CCCCOc1ccc(C(=O)NCC(=O)N2CCN(C(=O)c3ccco3)CC2)cc1` gave APOBEC3A inh -3, hIAP block 6, A3G deaminase -11, TIM10 inh 3, mIAP block -2, mIAP act 1, beta cell repl -1, NALP3 yeast inh 6 and tim10-1 inh 13.
